Screening results from PubChem BioAssay.
FBW7 act = activators of human E3 ligase FBW7; AlphaScreen FBW7–phospho-cyclin E peptide binding, activator screen; Q969H0; AID 1259310; normalized activity (activation), % at 26.1 µM; 0.13% of 650,000 active; in the data active = normalized activity above about 1.9%;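 also: purified mutant Fbw7 with reduced substrate affinity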
GPR151 activ = human GPR151 activation. PathHunter beta-arrestin GPR151 cells, luminescence. 1% of 650,000 active. Q8TDV0. activation, % at 11.2 µM; in the data active = activation above about 4.9%;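 also: 0% = median of compound wells and 100% = cells with positive control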
Target sequence (Q8TDV0 whole entry, looked up): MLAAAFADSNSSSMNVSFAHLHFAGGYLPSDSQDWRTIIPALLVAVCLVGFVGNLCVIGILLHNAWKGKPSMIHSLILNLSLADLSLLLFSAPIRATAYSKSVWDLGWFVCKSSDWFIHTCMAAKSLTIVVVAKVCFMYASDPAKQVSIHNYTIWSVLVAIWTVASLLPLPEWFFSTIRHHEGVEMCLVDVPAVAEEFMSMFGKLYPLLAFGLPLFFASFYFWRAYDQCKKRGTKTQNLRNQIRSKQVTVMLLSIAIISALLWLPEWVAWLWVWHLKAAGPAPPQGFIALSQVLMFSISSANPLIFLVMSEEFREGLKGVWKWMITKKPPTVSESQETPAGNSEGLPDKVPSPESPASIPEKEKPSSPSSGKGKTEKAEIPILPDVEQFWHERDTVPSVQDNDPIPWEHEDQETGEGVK
MITF primary = human MITF inhibition, primary screen. O75030. AID 1259374. inhibition, % at 2.6 µM. 0.91% of 650,000 active. AlphaScreen MITF homodimerization, bead proximity signal; in the data active = inhibition above about 50%;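 also: 0% = vehicle wells with protein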
Target sequence (O75030 whole entry, looked up): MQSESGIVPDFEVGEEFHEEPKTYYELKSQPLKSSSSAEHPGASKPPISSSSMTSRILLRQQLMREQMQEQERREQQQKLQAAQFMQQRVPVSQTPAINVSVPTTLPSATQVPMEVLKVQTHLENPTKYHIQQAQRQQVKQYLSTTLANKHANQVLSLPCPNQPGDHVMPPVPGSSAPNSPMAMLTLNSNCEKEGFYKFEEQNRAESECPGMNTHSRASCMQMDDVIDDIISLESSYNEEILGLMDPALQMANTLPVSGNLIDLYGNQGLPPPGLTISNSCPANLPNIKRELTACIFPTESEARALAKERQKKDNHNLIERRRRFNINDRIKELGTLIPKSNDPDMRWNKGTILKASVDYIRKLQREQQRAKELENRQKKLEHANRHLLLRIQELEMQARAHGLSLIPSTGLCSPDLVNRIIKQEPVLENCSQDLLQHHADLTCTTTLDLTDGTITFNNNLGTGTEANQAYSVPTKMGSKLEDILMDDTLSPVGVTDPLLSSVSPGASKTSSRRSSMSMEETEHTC
TEAD-YAP block = TEAD-YAP interaction inhibition. 1.4% of 640,000 active. HEK-TIYL cells, TEAD-Gal4/YAP UAS-luciferase luminescence. inhibition, % at 9.12 µM; in the data active = inhibition above about 32%;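 also: 0% = median of test compound wells and 100% = reference inhibitor wells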
* marks the source's active call; other numbers are inactive results.

The line under a structure holds: FBW7 act	GPR151 activ	MITF primary	TEAD-YAP block
COc1ccc(CCNc2ncnc3c2cnn3-c2cccc(C)c2)cc1OC
    0.0	1.6	16.1	0.2
Cc1nnc2n1NC(c1ccccc1)C(C(=O)N1CCCCC1)S2 (stereo not given)
    0.0	-0.5	6.5	-8.2
COC(=O)c1c(NC(=O)CSc2nc3ccccc3[nH]2)sc2c1CCC(C(C)(C)C)C2 (stereo not given)
    0.2	-2.0	8.0	-1.7
CC(C)C(NS(C)(=O)=O)c1nnc2n1CCN(Cc1ccc(OCCO)cc1)CC2 (stereo not given)
    0.0	4.0	4.8	2.6
C/C(=N\Nc1ccc(F)cc1F)c1ccc(N2CCOCC2)cc1
    -0.1	-0.8	13.5	1.5
O=C(Nc1cc(Cl)ccc1O)C1CC(c2cccc(Br)c2)=NO1 (stereo not given)
    -0.2	-0.8	-2.4	-7.4
CCN(CC)C(=O)CSc1nc2c(sc(=S)n2-c2ccccc2C)c(=O)n1-c1ccc(F)cc1
    0.2	-0.1	7.3	2.2
O=c1[nH]c(-c2ccc(OCc3ccc(F)cc3)cc2)nc2sc3c(c12)CCCC3
    0.2	-0.9	6.0	5.4
CCOc1ccc(Nc2ccc(N3C(=O)CCC3=O)cc2[N+](=O)[O-])cc1
    -0.3	0.6	12.5	6.8
O=C(Cc1ccc(N2CCC(N3CCCN(c4ncccn4)CC3)CC2)cc1)N1CCCC1
    0.9	-1.6	-1.6	15.1
O=C(N/N=C\c1c(O)ccc2ccccc12)c1ccccc1O
    -0.1	1.3	31.8	80.8*
CN1CC2([N+](=O)[O-])C=CC(=O)C([N+](=O)[O-])(C1)C2C1CCCCC1=O (stereo not given)
    0.7	-1.2	-3.0	-1.4
Cc1ccccc1C1(CC(=O)N2CCCCCC2)CC(=O)N(Cc2ccccc2)C1=O (stereo not given)
    0.0	-0.3	3.9	6.4
N#Cc1c(N/C=C/C(=O)C(F)(F)F)sc2c1CCCC2
    -0.1	0.6	4.0	4.6
Cn1ncc2c(c1=O)Sc1c(cnn(C)c1=O)S2
    0.1	0.4	1.1	15.8
CC(=O)N1N=C(c2c(-c3ccccc3)c3cc(Br)ccc3[nH]c2=O)CC1c1ccccc1F (stereo not given)
    -0.1	0.5	-8.2	-4.5
COc1ccc(-c2c(NCc3ccccc3Cl)c(=O)c2=O)cc1
    0.6	1.0	15.0	-5.8
O=C(CCC(=O)OCC(=O)c1ccccc1)Nc1ccc2ccccc2c1
    -0.1	0.8	4.0	2.4
Cc1cc(=O)[nH]c(N/N=C/c2cc(C)n(-c3ccc(Cl)cc3)c2C)n1
    -0.2	3.3	8.3	-1.7
CC(=O)c1ccc(OCCCC(=O)NCc2cccs2)cc1
    0.2	1.3	14.7	1.2
O=C(NCc1cccnc1)C1CCN(c2ccc(Nc3ccc(N4CCOCC4)cc3)nn2)CC1
    0.0	-1.5	1.7	0.3
CCSCCOC(=O)C1=C(C)N(C)C(=O)NC1c1ccc(OCc2ccccc2)cc1 (stereo not given)
    -0.1	0.8	11.8	-0.9
Cc1csc(-c2cnn3c(NCc4cccs4)ccnc23)c1
    -0.3	0.0	-13.0	-17.1
NC(=O)Cc1ccc(Oc2ncc(-c3ccc(F)cc3)cn2)cc1
    0.0	4.9	5.8	2.9
Cc1cc(OCC(=O)Nc2ccc3oc(-c4ccccc4F)nc3c2)ccc1Cl
    0.0	-0.2	14.8	-7.8
Cc1ccc(NC(=O)c2ccc(Br)s2)c(C(=O)c2ccccc2)c1
    0.1	-0.6	-12.6	-5.5
CSc1cccc(NC(=O)N2CCCC(N3CCOCC3)C2)c1 (stereo not given)
    0.0	1.5	5.2	-2.6
COc1ccc(-c2cc(C(F)(F)F)n3nc(C(=O)N(C)CCc4ccccn4)cc3n2)cc1OC
    -0.1	-1.0	-0.5	-18.9
CCOc1ccc(NCc2ccc(O)c3ncccc23)cc1
    -1.3	-0.3	62.4*	10.7
O=C(/C=C/c1cccc([N+](=O)[O-])c1)Nc1ccc(F)c(F)c1
    -0.1	-0.7	5.2	-6.8
CCCn1c(CCC(=O)N(C)Cc2ccccc2)nc2cccnc21
    -0.1	0.9	-0.1	-5.6
COC(=O)c1ccccc1NC(=O)CSc1nc2cccnc2n1C
    0.0	-0.9	-19.1	3.9
Cn1ccnc1SCC(=O)c1ccc(I)cc1
    0.2	-1.4	7.5	-48.1
O=C(Cn1cc2c(n1)CCCC2)Nc1ccccc1Cl
    0.2	-0.5	4.1	0.9
O=C(Nc1ccc2cn[nH]c2c1)/C(=C/c1ccccc1)NC(=O)c1ccccc1
    -0.1	-0.2	12.1	-0.6
NC(=O)/C(=C\c1ccccc1O)C(N)=S
    -0.1	0.0	0.6	-2.0
COc1ccc(S(=O)(=O)O)c2ccccc12
    -0.1	1.3	-3.0	-6.7
CCC(Oc1ccccc1)C(=O)N1CCN(C)CC1 (stereo not given)
    -0.1	1.0	1.6	-4.2
CCCc1ccc(OCC(=O)Oc2c(C)cccc2C)cc1
    0.0	0.8	5.9	2.1
CCSc1nnc(NC(=O)c2cc(C)oc2C)s1
    0.8	-2.5	23.0	-55.5
O=C(Nc1ncc2c(n1)CC(c1ccc(Cl)cc1)CC2=O)c1ccccc1 (stereo not given)
    -0.2	1.7	-1.8	-2.1
CCc1nc2ccccc2n1CC(O)COc1ccc(C(=O)OC)cc1 (stereo not given)
    0.1	-0.4	3.6	-3.5
N#Cc1ccc(-c2cccs2)nc1SCC(=O)NC1CC1
    -0.2	1.0	5.1	-18.6
C[C@@H](C(=O)OCC(=O)c1ccc(F)c(F)c1)N1C(=O)C2CCCCC2C1=O (stereo not given in full)
    0.0	-1.9	-3.3	-6.9
CCc1nnc(NC(=O)/C=C/c2ccc(C)o2)s1
    -0.1	0.0	-5.5	-32.5
O=C(CCOc1ccccc1)Nc1ccnn1C1CCN(C(=O)CN2CCCCC2)CC1
    0.0	-0.9	-2.0	-0.7
CC(=O)C1=C(C)OC(N)=C(C#N)C1c1cccc(I)c1 (stereo not given)
    0.7	-2.2	7.8	10.7
CC(=O)NCCc1nc2ccccc2n1C
    -0.1	1.0	-5.9	-1.9
COc1ccc(C(=O)Nc2ccccc2C(C)(C)C)cc1OC
    -0.1	1.4	0.0	-4.7
CC(=O)Nc1nnc(SCCN(C)C)s1
    0.1	1.1	2.7	-6.6
C=CCNC(=O)c1cnc2ccc(C)cn2c1=O
    -0.1	-1.7	-9.5	-4.7
O=C1c2ccccc2C(=O)N1C1c2ccccc2Oc2ccccc21
    -0.2	-0.3	-9.4	-1.4
COc1cc(Nc2nc(Nc3nccc4ccccc34)nc3c2ncn3Cc2ccc(C(F)(F)F)cc2)cc(OC)c1OC
    0.0	-0.3	2.3	-2.3
Nc1cccc(-c2nnc3n2CCCCC3)c1
    0.0	-0.3	-11.7	-9.8
CCOc1ccc(NC(=O)CN2CCN(CC(=O)Nc3ccc(N(C)C)cc3)CC2)cc1
    -0.2	4.4	2.0	4.7
O=C(Cn1nc2c(c1NC(=O)c1ccc(F)c(F)c1)CSC2)NCC1CCCO1 (stereo not given)
    0.0	-1.1	3.2	-5.9
CCCOc1ccc(C(=O)NN)cc1OC
    0.5	-1.8	14.8	46.7*
Cc1cc(NC(=O)C(=O)Nc2ccc3nc4n(c(=O)c3c2)CCCCC4)no1
    -0.1	4.3	0.3	-3.0
CCOc1ccc2[nH]c(=O)c(CN(CCCO)C(=O)c3cccs3)cc2c1
    -0.2	0.7	-2.2	0.4
COC(=O)c1ccccc1S(=O)(=O)C1CCN(Cc2ccccc2OC(F)F)CC1
    0.0	-2.5	7.1	6.7

(cont.)
The line under a structure holds: FBW7 act	GPR151 activ	MITF primary	TEAD-YAP block
Cc1ccc(N2C(=O)NC(=O)/C(=C\c3cccc(F)c3)C2=O)cc1C
    -0.1	0.8	-1.5	-5.2
Cc1cc2cc(CNC(=O)CC3CCCCC3)ccc2n1C
    -0.1	0.5	8.5	3.8
CC(=O)c1ccc(OCC2=NC(C)(C)Cc3c2ccc2ccccc32)cc1
    0.0	-0.1	-5.2	-2.5
O=C(Nc1ccncc1)NC1CCN(C(=O)[C@@H](O)CSc2ccc(Br)cc2)CC1
    -0.1	0.6	10.6	2.3
COc1ccc(CNC(=O)CCCCCn2c(SCC(N)=O)nc3cc4c(cc3c2=O)OCO4)cc1
    0.0	-0.4	-9.0	-10.3
COC(=O)c1cnc(Nc2ccccc2F)c2ccccc12
    0.8	0.2	-1.9	2.5
CS(=O)(=O)c1ccc2c(c1)NC(=O)CN2C(=O)Cc1cc(F)cc(F)c1
    0.0	0.3	13.3	3.7
Cc1cccc(C)c1-n1c(=S)sc2c(=O)n(CCc3ccccc3)c(SCc3nc4ccccc4[nH]3)nc21
    0.1	-0.3	15.4	5.4
CCOc1cc(C(=O)Nc2ccc(S(=O)(=O)Nc3cc(C)on3)cc2)cc(OCC)c1OCC
    0.1	0.4	1.9	-8.1
CN(Cc1ccccc1)C(=O)c1ccc(CNc2c(N3CCCC3)c(=O)c2=O)cc1
    -0.1	2.5	3.0	2.2
O=c1c2sc(=S)n(Cc3ccccc3)c2nc(SCc2ccncc2)n1-c1ccccc1
    0.0	-0.1	-4.4	-12.2
O=C(COC(=O)c1ccccc1Br)NC1CC1
    -0.1	-1.8	-6.3	-11.7
N#Cc1c(CN2CCCCC2)cc(=O)n2c1sc1ccccc12
    0.2	3.7	-14.8	4.2
Cc1ccc(NC(=O)Cn2ncn3c(cc4ccccc43)c2=O)cc1C
    0.3	0.1	17.9	0.4
NC(c1ccccc1)P(=O)(O)C(N)c1ccccc1 (stereo not given)
    -0.2	-0.3	0.5	-4.5
O=C(NCC1CCC2(CCN(CCCc3ccccc3)CC2)O1)c1ccco1 (stereo not given)
    0.1	-0.6	8.9	-4.0
CC(=O)NC1C(Oc2ccc(Cl)cc2Cl)OC(COC(C)=O)C(OC(C)=O)C1OC(C)=O (stereo not given)
    -0.1	0.8	-2.5	0.0
Cc1ccccc1OCC(=O)NNS(=O)(=O)c1ccccc1
    -0.1	0.8	4.3	-3.4
O=S(=O)(NCC1(c2cccs2)CCOCC1)c1ccccc1Cl
    -0.1	-0.9	3.9	-5.2
COc1cc(NC(CO)C(C)C)ncn1 (stereo not given)
    0.1	0.1	17.5	2.6
O=C(Nc1ccc2nc(NC(=O)C3CCCCC3)sc2c1)C1CCCCC1
    0.1	1.8	4.9	40.4*
Cn1c(=O)c2cc(C(=O)Nc3cccnc3)n(Cc3ccccc3)c2n(C)c1=O
    0.1	-1.1	-0.2	-3.9
COc1ccc(-c2cnnn2-c2ccc(NC(=O)c3cccc(OC)c3)cc2)cc1
    0.3	-2.1	9.7	0.3
CC(=O)N1CCc2cc(NCc3ccccc3Cl)ccc21
    0.2	1.4	6.0	-5.1
CC(=O)Oc1ccc(N(C(C)=O)S(=O)(=O)c2cccc([N+](=O)[O-])c2)cc1Cl
    0.0	-0.7	34.2	5.2
O=C1[C@@H]2CSCN2C(=O)[C@H]2CN(S(=O)(=O)c3cccc4ccccc34)CCN12
    0.1	-1.2	3.2	-5.2
CN1CCN(c2ccc(-c3ncc(C(=O)NCc4cccnc4)s3)cc2)CC1
    0.0	0.3	9.3	-15.7
Cc1ccc(-c2nnn(CC(=O)N(c3ccc(F)cc3)C(C)C(=O)NC(C)(C)C)n2)cc1 (stereo not given)
    0.6	1.1	-4.2	-1.4
COc1ccccc1NC(=O)C(=O)N1N=C(C2CCCCC2)CC1(O)C(F)(F)F (stereo not given)
    0.0	-0.8	11.0	3.7
O=C(Nc1cccc(C(F)(F)F)c1)c1ccc(F)c(S(=O)(=O)N2CCN(c3cccc(Cl)c3)CC2)c1
    0.1	0.5	-6.8	1.6
CSc1ccc(-c2ccc3c(c2)CC(CNC(=O)c2c(C)noc2C)O3)cc1 (stereo not given)
    0.1	0.8	14.6	-6.5
Cc1ccc(-n2[nH]c(C)c(C=Nc3cccc(Nc4ccccc4)c3)c2=O)cc1C
    -0.1	0.7	2.2	1.3
COc1ccc(-c2cnnc(N/N=C/c3ccc4c(c3)OCO4)n2)cc1
    -0.1	-0.7	-5.0	-7.8
CCCC(=O)Nc1c2c(nn1-c1ccc(F)cc1)CS(=O)(=O)C2
    0.3	-1.1	-5.5	1.3
Cc1cccc(-n2c(SCCN3CCOCC3)nnc2-c2cccnc2)c1C
    -0.1	0.4	5.9	-0.5
CCc1ccc(NC(=O)c2cc(C)no2)cc1
    0.6	-0.7	14.7	-72.0
COCC1CCCCN1C(=O)CC1(c2ccccc2C)CC(=O)N(C2CCCC2)C1=O (stereo not given)
    -0.1	0.6	-9.5	-35.3
